esBAF inh: blocks esBAF chromatin remodeling in mouse ES cells | hit rate 2% among 350,000 | reporter increase, % at 12.5 µM | AID 602393 | Bmi1-luciferase knock-in reporter, 24 h; 100% = twice the neutral-well signal; in the data active = activation above about 40%;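 also: 0% = median of the plate's neutral control wells and 100% = double that signal; a rise in the Bmi1 reporter signal indicates esBAF inhibition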
E-sel inducer: induces E-selectin expression in human endothelial cells | P16581 | HUVEC E-selectin immunofluorescence imaging; normalized: neutral wells 0, TNF-alpha wells 100 | activation, % at 7.58 µM | hit rate 0.37% among 260,000 | AID 686992;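 active = mean E-selectin-positive cell signal at least 10% of the positive control, reached in at least 60% of replicates, without over 20% cell loss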;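 also: in these data hits start at about 27%; measured in HUVEC primary endothelial cells; signal is the percent of cells scored E-selectin positive by PE staining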
Target sequence (P16581 whole entry, looked up): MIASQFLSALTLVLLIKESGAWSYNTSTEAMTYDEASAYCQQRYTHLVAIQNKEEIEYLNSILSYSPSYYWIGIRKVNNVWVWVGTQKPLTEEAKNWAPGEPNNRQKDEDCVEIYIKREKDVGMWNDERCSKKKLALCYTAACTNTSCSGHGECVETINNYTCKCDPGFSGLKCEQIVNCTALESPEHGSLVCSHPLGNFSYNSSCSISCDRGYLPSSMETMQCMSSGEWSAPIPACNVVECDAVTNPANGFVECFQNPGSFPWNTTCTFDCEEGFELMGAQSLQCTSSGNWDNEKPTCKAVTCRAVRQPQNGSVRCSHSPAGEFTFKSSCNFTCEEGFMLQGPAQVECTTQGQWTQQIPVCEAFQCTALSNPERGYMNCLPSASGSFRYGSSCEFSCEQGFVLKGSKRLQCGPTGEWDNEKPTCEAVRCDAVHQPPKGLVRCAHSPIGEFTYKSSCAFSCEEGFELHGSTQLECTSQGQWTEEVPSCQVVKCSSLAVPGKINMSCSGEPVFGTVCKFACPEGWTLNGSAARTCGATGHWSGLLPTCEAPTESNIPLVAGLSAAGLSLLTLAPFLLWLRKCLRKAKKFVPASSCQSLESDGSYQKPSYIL
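Test system: HUVEC | Signal: Immunofluorescence imaging | Read-out: Percent E-selectin-positive cells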
FN deposition inh: fibronectin deposition inhibition; AH1F fibroblasts, Alexa488-fibronectin deposition fluorescence, overnight; inhibition, % at 12.6 µM; hit rate 0.086% among 350,000;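 active = mean inhibition across replicates of 30% or more, regardless of how many single replicates reach that level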;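 also: positive control wells lacked labelled fibronectin entirely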
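test system = AH1F fibroblasts assembling fluorescent fibronectin matrix | quantity = 10000 AH1F cells per well | buffer or medium = DMEM plus 2% serum, read in PBS | doses = single dose, pinned | incubation = 1 h cell attachment, overnight exposure to compound and label | detection = fluorescence at 485 nm excitation, 525 nm emission | read-out basis = inhibition from reduced deposited-fibronectin fluorescence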
S100A4 inh HTS: S100A4-myosin IIA interaction inhibition | S100A4/TAMRA-MyoIIA peptide fluorescence polarization | inhibition, % at 10.7 µM | P26447 | hit rate 0.14% among 360,000;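 active = mean inhibition of at least 70% across replicates, with every replicate also reaching that level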
Target sequence (P26447 whole entry, looked up): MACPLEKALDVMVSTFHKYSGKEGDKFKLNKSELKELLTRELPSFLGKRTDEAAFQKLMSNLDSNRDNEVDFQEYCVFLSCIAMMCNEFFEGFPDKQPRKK
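Material: S100A4 monomer protein | Medium: HEPES pH 7.2 with CaCl2, KCl, NaCl, DTT, Triton | Reagent: Labelled myosin peptide probe, 5 nM | Doses: One dose per compound | Times: 5 min incubation before reading | Benchmarks: Neutral control DMSO, positive control TFP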
EWS-Fli block: inhibitors of EWS/Fli oncoprotein transcriptional activity | A673 NR0B1-luciferase reporter, viability-normalised | inhibition, % at 12.6 µM | hit rate 0.67% among 350,000;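 active = mean inhibition of at least 50% after viability correction, with every replicate also passing that limit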;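 also: firefly luciferase signal divided by Alamar Blue viability fluorescence both relative to DMSO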
Xi reactivation: X-chromosome reactivation activator; XiGFP mouse fibroblasts, % GFP-positive cells imaging, 3 d; cells co-treated with 5-aza-dC sensitizer; scaled so ellipticine positive control = 100%; activation, % at 7.58 µM; hit rate 0.055% among 360,000;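 active = mean normalized replicate activation at least 10% and every replicate at or above 10%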;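 also: 0% = median of on-plate neutral control wells and 100% = ellipticine 6 µM median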
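material = 68-5-11 XiGFP fibroblast line | medium = DMEM plus 5-aza-dC sensitizer | schedule = 3 days compound exposure | benchmarks = positive control ellipticine, 6 µM final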
RAD54 inh: inhibitors of human RAD54 branch migration. Q92698. RAD54 Holliday junction branch migration, FAM/BHQ fluorescence. inhibition, % at 10.4 µM. hit rate 0.14% among 360,000;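 active = mean normalized replicate activity at least 40 and at least half of replicates scoring 40 or more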;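 also: 0% = median of neutral control wells and 100% = median of positive control wells; inhibitors cause a drop in the FAM fluorescence signal; in these data hits start at about 50%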
RAD52 inh: blocks human RAD52 DNA annealing. P43351. recombinant RAD52 DNA annealing, FRET fluorescence. inhibition, % at 18.7 µM. hit rate 0.46% among 360,000. AID 651710;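 active = every replicate showing at least 50% inhibition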
Numbers without * were called inactive; · = no result given; & = joins results of further samples.

#1 CCCN(CC(=O)Nc1ccccc1C)C(=O)c1ccc2c(c1)OCO2
#2 O=C(CNC(=O)C12CC3CC(CC(C3)C1)C2)NCc1ccccc1
#3 Cc1cc(C(=O)N2CCC2(C)C(=O)NS(=O)(=O)c2ccc(Cl)cc2)nn1C (stereo unspecified)
#4 Cc1ccc(S(=O)(=O)NC(=O)NC(C)Cc2ccccc2)cc1 (stereo unspecified)
#5 CCOC(=O)[C@]12CCCC=C1N(CCC1=CCCCC1)C(=O)[C@H](CC(=O)N1CCSCC1)C2
#6 O=C(O)CC(NS(=O)(=O)c1cccc2nsnc12)c1ccc(F)cc1 (stereo unspecified)
#7 CCOc1ccccc1NCN1C(=O)c2ccccc2C1=O
#8 Cc1ccc(S(=O)(=O)NNC(=O)CCC(=O)Nc2ccccc2Cl)cc1
Compound	1	2	3	4	5	6	7	8
Xi reactivation	0.0	0.0	0.2	1.0	-0.2	·	0.0	0.2
RAD54 inh	2	-2	-4	2	·	-13	0	6
FN deposition inh	3	-5	-1	4	-3	·	8	3
EWS-Fli block	-3	-6	15	1	20	·	-2	3
S100A4 inh HTS	0	1	-2	2	-8	-3	2	-15
E-sel inducer	·	·	0.0	-1.1	0.2	·	-0.1	0.0
esBAF inh	-5	0	8	-1	·	-9	-3	-3
RAD52 inh	-3	-5	-21	-12	3	-6	1	-9

#9 CC(=O)Nc1ccc(S(=O)(=O)Nc2nc(C)nc3sc4c(c23)CCC4)cc1
#10 CC(C)Nc1nc(Cl)nc(N(C#N)CN2C(=O)c3ccccc3S2(=O)=O)n1
#11 Cc1ccc(C)c(NC(=S)N2CCC(C(=O)c3ccc(F)cc3)CC2)c1
#12 COc1ccc(N(CC(=O)N2CCCC(C)C2)S(=O)(=O)c2c(C)nn(C)c2C)cc1 (stereo unspecified)
#13 O=C(C[n+]1ccccc1)c1ccc(NC(=O)c2ccccc2)cc1
#14 O=C(Cc1cccc2ccccc12)NC(NC(=S)Nc1ccccc1Cl)C(Cl)(Cl)Cl (stereo unspecified)
#15 CN=c1scc(-c2ccco2)n1/N=C/c1ccc(O)c(O)c1
#16 CCCCC[C@@H](C)N1C[C@@H](COCc2ccccc2)Oc2cc(N3CC[C@@H](O)C3)ccc2S1(=O)=O
Compound	9	10	11	12	13	14	15	16
Xi reactivation	0.6	1.0	-0.1	0.1	0.1	-0.1	0.0	-0.3
RAD54 inh	2	-4	6	-6	-12	-9	·	·
FN deposition inh	3	7	-4	2	-2	-2	7	-5
EWS-Fli block	1	12	-2	1	3	·	15	5
S100A4 inh HTS	-4	-3	1	2	-9	·	-2	-2
E-sel inducer	0.4	-0.6	-0.2	·	·	2.0	·	0.9
esBAF inh	3	-3	-3	-1	·	6	·	·
RAD52 inh	-4	-9	-59	-8	2	·	-12	-7

#17 O=C(CCN1CCCO1)N1CCCC(N2CCN(c3cccc(C(F)(F)F)c3)CC2)C1 (stereo unspecified)
#18 O=C(CSc1ccc2nnc(-c3ccncc3)n2n1)Nc1ccc2c(c1)OCCO2
#19 CN(Cc1ccccc1)S(=O)(=O)c1csc(C(N)=O)c1
#20 C[C@@H]1CN([C@@H](C)CO)C(=O)c2cccc(NS(=O)(=O)c3ccc(F)cc3)c2O[C@@H]1CN(C)Cc1ccc(Cl)c(Cl)c1
#21 COc1ccc(S(=O)(=O)N[C@@H]2CC[C@H](CC(=O)NCCc3ccncc3)O[C@H]2CO)cc1
#22 COc1ccc2[nH]c(=O)c(CN(C(=O)c3cccnc3)c3ccccc3C)cc2c1
#23 Cc1nn(Cc2ccc(F)cc2Cl)c(C)c1[N+](=O)[O-]
#24 N/C(=N\OC(=O)COc1cc(Cl)c(Cl)cc1Cl)c1ccncc1
Compound	17	18	19	20	21	22	23	24
Xi reactivation	-0.2	0.0	0.0	0.1	0.3	·	0.4	0.0
RAD54 inh	11	-1	-8	-15	-4	-7	·	·
FN deposition inh	0	-19	6	-1	·	0	7	10
EWS-Fli block	-3	-2	-3	-9	7	0	2	-99
S100A4 inh HTS	4	0	-3	5	-11	-1	-7	-5
E-sel inducer	0.1	-1.1	·	-0.1	-1.5	-0.4	1.0	74*
esBAF inh	·	5	3	-2	-4	·	·	·
RAD52 inh	-3	-1	-7	-24	9	-8	-16	4

Eleven entries from above, as tab-separated lines:
cpd	SMILES	Xi reactivation	RAD54 inh	FN deposition inh	EWS-Fli block	S100A4 inh HTS	E-sel inducer	esBAF inh	RAD52 inh
11	Cc1ccc(C)c(NC(=S)N2CCC(C(=O)c3ccc(F)cc3)CC2)c1	-0.1	6	-4	-2	1	-0.2	-3	-59
12	COc1ccc(N(CC(=O)N2CCCC(C)C2)S(=O)(=O)c2c(C)nn(C)c2C)cc1 (stereo unspecified)	0.1	-6	2	1	2	·	-1	-8
13	O=C(C[n+]1ccccc1)c1ccc(NC(=O)c2ccccc2)cc1	0.1	-12	-2	3	-9	·	·	2
14	O=C(Cc1cccc2ccccc12)NC(NC(=S)Nc1ccccc1Cl)C(Cl)(Cl)Cl (stereo unspecified)	-0.1	-9	-2	·	·	2.0	6	·
15	CN=c1scc(-c2ccco2)n1/N=C/c1ccc(O)c(O)c1	0.0	·	7	15	-2	·	·	-12
16	CCCCC[C@@H](C)N1C[C@@H](COCc2ccccc2)Oc2cc(N3CC[C@@H](O)C3)ccc2S1(=O)=O	-0.3	·	-5	5	-2	0.9	·	-7
17	O=C(CCN1CCCO1)N1CCCC(N2CCN(c3cccc(C(F)(F)F)c3)CC2)C1 (stereo unspecified)	-0.2	11	0	-3	4	0.1	·	-3
18	O=C(CSc1ccc2nnc(-c3ccncc3)n2n1)Nc1ccc2c(c1)OCCO2	0.0	-1	-19	-2	0	-1.1	5	-1
19	CN(Cc1ccccc1)S(=O)(=O)c1csc(C(N)=O)c1	0.0	-8	6	-3	-3	·	3	-7
20	C[C@@H]1CN([C@@H](C)CO)C(=O)c2cccc(NS(=O)(=O)c3ccc(F)cc3)c2O[C@@H]1CN(C)Cc1ccc(Cl)c(Cl)c1	0.1	-15	-1	-9	5	-0.1	-2	-24
21	COc1ccc(S(=O)(=O)N[C@@H]2CC[C@H](CC(=O)NCCc3ccncc3)O[C@H]2CO)cc1	0.3	-4	·	7	-11	-1.5	-4	9

(listing goes on)
#25 CC1(c2nnc(-c3ccccc3)o2)CC(c2cccnc2)=NO1 (stereo unspecified)
#26 CCCN1CCC(NC(=O)Cc2ccc(C)cc2)CC1
#27 Cc1cccc(OCC(=O)Nc2nnc(S(=O)(=O)N3CCCCC3)s2)c1
#28 Cc1nc2c(c(=O)c3ccccc3n2C)c(=O)n1-c1ccc(F)cc1
#29 O=C(C[C@@H]1C=C[C@@H](NC(=O)Nc2cccc(F)c2)[C@@H](CO)O1)NCC1CCCCC1
#30 COCCNC(=O)C[C@@H]1CC[C@@H]2[C@@H](COc3ccc(NC(=O)Nc4ccccc4)cc3C(=O)N2C)O1
#31 COc1cc(C(F)(F)F)ccc1C(=O)NCCc1ccco1
#32 COc1ccc(-c2cn(CC[C@@H]3CC[C@H](NC(=O)c4cnccn4)[C@H](CO)O3)nn2)cc1
Compound	25	26	27	28	29	30	31	32
Xi reactivation	0.0	0.0	0.0	0.0	0.6&-0.1	0.1	-0.1	0.5
RAD54 inh	-6	2	0	·	·	-5	-1	2
FN deposition inh	3	3	-2	3	4	-11	7	-2
EWS-Fli block	4	2	9	1	2&-9	3	-21	-13
S100A4 inh HTS	-2	7	0	-2	1	-1	-9	-2
E-sel inducer	-0.2	·	0.0	-0.9	0.3&-0.2	0.3	·	0.5
esBAF inh	0	-3	0	·	-4	3	60*	4
RAD52 inh	-1	2	11	4	3	-1	-30	-4

#33 c1cncc(CSc2ccc(-c3ccc4c(c3)OCO4)nn2)c1
#34 O=c1cnnc(SCc2ccc([N+](=O)[O-])cc2)[nH]1
#35 Cc1ccc(S(=O)(=O)N2CCN3CCCC3C2)cc1 (stereo unspecified)
#36 O=C(CSc1nnc(-c2ccc(C(F)(F)F)cn2)o1)Nc1ccccc1Cl
#37 CCc1cccc(NC(=O)C2CCCN2C(=O)Nc2ccc(C)cc2)c1 (stereo unspecified)
#38 COc1ccc(S(=O)(=O)NCCS(=O)(=O)N2CCN(c3ccccc3)CC2)cc1
#39 COc1cccc(C2(c3cccc(OC)c3)CC2C(=O)Nc2ccccc2Cl)c1 (stereo unspecified)
#40 CN1CCN(c2ccc(NC(=O)C(C)(c3ccccc3)c3ccccc3)cc2)CC1
Compound	33	34	35	36	37	38	39	40
Xi reactivation	-0.1	-0.1	0.0	0.0	0.2	0.1	0.3	0.1
RAD54 inh	-4	·	9	-11	·	13	18	12
FN deposition inh	·	-7	3	4	6	·	-4	7
EWS-Fli block	-73	9	3	-60	-3	10	-52	0
S100A4 inh HTS	-1	1	0	0	0	-8	4	3
E-sel inducer	·	·	0.1	·	-1.8	-0.2	·	0.1
esBAF inh	49*	·	10	14	-5	-2	·	6
RAD52 inh	2	-9	-1	-5	-10	-17	-20	0

#41 O=C(NNC(=O)C1CCN(S(=O)(=O)c2c(Cl)cccc2Cl)CC1)c1ccccc1O
#42 Cc1ccc(S(=O)(=O)N[C@H]2CC[C@@H](CCn3cc(-c4ccccc4F)nn3)O[C@H]2CO)cc1
#43 Cc1cc(C(=O)CSc2nn3c(=O)c(C(C)(C)C)nnc3s2)c(C)n1C1CC1
#44 COCCN1Cc2cc3cc(C)ccc3nc2SC1=Nc1ccc(OC)cc1
#45 CO[C@H]1CN(C)C(=O)c2cc(NC(C)=O)ccc2OC[C@@H](C)N(C(=O)c2ccccc2F)C[C@@H]1C
#46 Cc1cc(S(=O)(=O)NC2CCCCC2)ccc1OCC(=O)NCc1cccnc1
Compound	41	42	43	44	45	46
Xi reactivation	0.3	0.4	0.3	0.0	0.2	·
RAD54 inh	5	-1	·	·	-7	3
FN deposition inh	9	·	-13	1	-2	·
EWS-Fli block	-1	5	8	2	-4	11
S100A4 inh HTS	-4	-18	-9	-3	-34	-3
E-sel inducer	·	2.2	·	·	-0.1	·
esBAF inh	13	7	·	·	-1	-6
RAD52 inh	-17	-3	-35	-4	-11	0

Bioassay records from PubChem.
